MT stabilizer – microtubule stabilizers in HeLa cells, primary screen, imaging, high-content imaging | 200,000 compounds, 0.83% hits | AID 2205, 2009 | % tubulin-high responders, % at 10 µM | HeLa tubulin immunostaining HCS, 24 h; share of cells brighter than vehicle mean+2SD;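 active means plate Z-score above 3 for both tubulin-high and condensed-nucleus cell shares, with cell loss under 80%, at 10 µM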;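 further: anti alpha tubulin signal scored within the nucleus-defined area of each cell; some results filed as inactive read as strong as hits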
NOD1 inhibition – NOD1 signaling inhibitors, primary screen, cell-based, luminescence, uHTS (AID 1578). NOD1-driven NF-kB luciferase reporter cells, luminescence; higher % means a stronger effect. 290,000 compounds, 1% hits. one-dose inhibition, % at 4 µM; EC50 in µM for titrated hits; in the data active means inhibition mostly above about 36%, no sharp cut-off; inactive means mostly below about 34%;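 further: HEK-293T reporter cells stimulated with the NOD1 agonist gamma-tri-DAP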
Insulin prom up – insulin promoter activators in MIN6 cells, imaging, high-content screening, mouse beta cells | MIN6 insulin promoter-GFP reporter; stronger effect = higher value | z-score at 5 µM | 190,000 compounds, 0.3% hits;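 active means z-score above 3 at 5 µM with at least 500 cells counted in the well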
Dynein transport – inhibitors of GR-EGFP nuclear translocation, primary screen, dynein cargo transport inhibitor project, imaging, high-content, 3617.4 mouse cells | test concentration mostly 20 µM; stimulated with dexamethasone, 1 µM; stronger effect = lower value | z-score, hits read low | 220,000 compounds, 0.47% hits;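 active means plate z-score of nuclear minus cytoplasmic receptor signal below a set negative limit, without overly bright fluorescence or cell loss, cut at about -3.5 in these data, passing the limit was not always enough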;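 further: z-score of nuclear minus cytoplasmic ring GR-EGFP intensity difference per well; some compounds called inactive have numbers as strong as hits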
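Buffer or medium – tet-free medium with charcoal-stripped serum · Signal – automated 10x imaging of fixed Hoechst-stained cells · Also added – dexamethasone agonist, 1.0 µM final, for 30 min · Incubation – induction 48 h, compound 1 h, agonist 30 min · Read-out – GR-EGFP nuclear translocation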
Yfh1-off respiration – enhancers of respiration in Yfh1-depleted yeast, dose response, Friedreich's ataxia, plus single-dose screen (AID 1465); 220,000 compounds, 0.074% hits; one-dose fold induction at 50 µM; EC50 in µM for titrated hits; S. cerevisiae Yfh1-off respiration, WST-1 reduction, 72 h; higher fold induction means a stronger effect;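 active means fold induction of absorbance versus untreated yeast above a set limit, then at least 30% activation at any dose in follow-up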;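 further: activators that raise dye reduction in frataxin-depleted yeast; strong numbers were not always called active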
P. falciparum M17LAP – P. falciparum M17LAP inhibitors, primary screen, biochemical, fluorogenic H-Leu-NHMec substrate, 1536-well (AID 1619); 220,000 compounds, 0.38% hits; recombinant M17LAP, H-Leu-NHMec fluorogenic kinetic assay; higher % means a stronger effect; inhibition, % at 30 µM; hits with a dose series show IC50 in µM; Leucine aminopeptidase (Plasmodium falciparum (isolate 3D7));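 active means compound inhibiting the enzyme by more than half at any dose during confirmatory dose-response retesting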;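 further: plate controls were full reaction with DMSO carrier for no effect and no enzyme background for full effect; strong numbers were not always called active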
bCat nuc transl – modulators of beta-catenin nuclear translocation, primary screen, imaging, HeLa cells, immunofluorescence, high-content; nuclear translocation activity, % at 5 µM; 190,000 compounds, 0.3% hits;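 active means nuclear translocation activity above 50% at 5 µM, with a well cell count of 50 or more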;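 further: per-cell ratio of nuclear to cytoplasmic median beta-catenin stain intensity; plate controls were DMSO negative control for no effect and GSK-3 inhibitor IX positive control for full effect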
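Technique: fluorescence imaging of beta-catenin antibody stain plus DAPI / Material: human HeLa cell line / Incubation: compound treatment 24 h, 37°C, 5% CO2 / Read-out basis: % activation of per-cell nuclear versus cytoplasmic median beta-catenin signal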
NOD2 inhibition – NOD2 signaling inhibitors, cell-based, luminescence, uHTS, HEK293 (AID 1566); 290,000 compounds, 0.63% hits; inhibition, % at 4 µM, or EC50 in µM where a hit was titrated; HEK293 NOD2/NF-kB luciferase reporter, luminescence; higher % means a stronger effect; in the data active means inhibition above about 50%; further: many of its hits are not listed in these tables
Autophagy HCS – autophagy modulators in MEF cells, primary screen, imaging, high-content, MEF GFP-LC3; 190,000 compounds, 0.98% hits; MEF GFP-LC3 puncta imaging; test concentration mostly 10 µM; calls only at 10 µM (by protocol);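 active means percentage of spot-positive cells more than 3 SD above its plate mean, without a fluorescence outlier flag or 80% toxicity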;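 further: spot-positive cell cutoff set from DMSO-treated cells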
Dynein transport cytoplasmic EGFP – recorded beside Dynein transport, whose call it bears; z-score; measured here: cytoplasmic GR-EGFP intensity; stronger effect = higher value
Dynein transport nuclear GR-EGFP – recorded beside Dynein transport, whose call it bears; z-score; measured here: nuclear GR-EGFP intensity;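 lower value marks the stronger effect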
Dynein transport cell count – further read-out of Dynein transport, marked with its call; z-score; measured here: cell count per field
Insulin prom up cell count – second read-out of Insulin prom up, no call of its own (marks repeat the call); cell count; measured here: cytotoxicity, nuclei count;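 total cells summed across four imaged fields per well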
bCat nuc transl cell count 5 µM – further read-out of bCat nuc transl, marked with its call; cell count; measured here: cell count, cytotoxicity flag
MT stabilizer Hoechst-high % – recorded beside MT stabilizer, whose call it bears; % Hoechst-high responders; measured here: nuclear condensation Hoechst responders;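 share of cells brighter than vehicle mean plus two SD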
MT stabilizer cytotoxicity % – further read-out of MT stabilizer, marked with its call; toxicity, %; measured here: cytotoxicity by cell density;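 0% = mean cell density of plate MIN control wells and 100% = no cells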
Autophagy HCS cell loss 18 h – also measured in Autophagy HCS; calls as there; toxicity, %; measured here: cell loss, nuclei count;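 cell loss after 18 h compound exposure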
Starred values were filed as active, the others as inactive; i = inactive; x = not tested or not shown. An excerpt, so the mix of outcomes need not match the whole.

no. | SMILES | MT stabilizer | MT stabilizer Hoechst-high % | MT stabilizer cytotoxicity % | NOD1 inhibition | Insulin prom up | Insulin prom up cell count | Dynein transport | Dynein transport cytoplasmic EGFP | Dynein transport nuclear GR-EGFP
1 | COc1cc(C)nc(-c2csc(C)n2)n1 | x | x | x | -7% | x | x | -0.24 | -0.29 | -0.36
2 | O=C(CN(c1cccc([N+](=O)[O-])c1)S(=O)(=O)c1ccccc1)N(Cc1ccccc1)Cc1ccccc1 | 1.4 | 1.6 | 4.7 | -40% | -0.56 | 1684 | 1.4 | -0.17 | 1.4
3 | Nc1c(C(=O)OCC2CCCO2)c2nc3ccccc3nc2n1C1CCCC1 (stereo not given) | 5.9 | 1.1 | 10 | -48% | -1.1 | 742 | 1.9 | -0.21 | 1.1
4 | Cc1ccccc1NC(=O)c1sc(Cl)nc1-c1ccccc1 | 2.3 | 1.1 | 7.6 | 7% | 1.7 | 1102 | -1 | -0.23 | -0.25
5 | CC(=O)Nc1cccc(OC(=O)N2CCOCC2)c1 | 1.4 | 1.6 | 0.5 | 9% | 0.68 | 1219 | -0.29 | -0.25 | 0.12
6 | O=C(COC(=O)/C=C/c1ccc(Cl)cc1Cl)Nc1cc(C(F)(F)F)ccc1N1CCOCC1 | 5.5 | 4.4 | 9.4 | -21% | 0.16 | 1369 | 2.6 | -0.096 | 1.4
7 | COc1ccc(NC(=O)c2cn(-c3ccccc3)nc2SC)cc1 | x | x | x | 2% | -1.7 | 1341 | -0.32 | -0.21 | -0.26
8 | CC(O)CNc1nc2ccccc2n1-c1ncnc2sc3c(c12)CCC3 (stereo not given) | 2.5 | 1.7 | 2.9 | 11% | 0.32 | 1108 | -0.6 | -0.19 | -0.12
9 | COc1ccc(CN=CC2=C(O)CNC2=O)cc1 | 3.2 | 2.1 | 5.8 | 15% | -0.23 | 840 | -0.23 | 0.046 | 0.2
10 | Cc1cc(S(=O)(=O)N2CCN=C2c2ccccc2)ccc1F | 2.2 | 2.9 | 1.4 | 15% | 0.64 | 834 | -0.72 | -0.25 | -0.43
11 | CC(C)(C)n1ncc2c(=O)n(CC(=O)NCc3ccccc3)cnc21 | 32* | 18* | 60* | -23% | x | x | -0.19 | -0.21 | 0.12
12 | O=C(CSc1ncccn1)N/N=C/c1cccc([N+](=O)[O-])c1 | 3.5 | 3.7 | 8.0 | -18% | -0.07 | 1451 | -1 | -0.24 | -0.23

no. | Dynein transport cell count | Yfh1-off respiration | P. falciparum M17LAP | bCat nuc transl | bCat nuc transl cell count 5 µM | NOD2 inhibition | Autophagy HCS | Autophagy HCS cell loss 18 h
1 | 0.86 | i | 12% | -0.6 | 997 | 0% | x | x
2 | -1.6 | i | 6% | -0.6 | 1073 | -43% | i | 5
3 | 0.031 | i | -8% | -6.5 | 1186 | 6% | i | -7
4 | 0.45 | i | -4% | -2.4 | 1058 | -10% | i | 10
5 | 0.1 | i | -3% | 0.6 | 1108 | 2% | i | -2
6 | -1.8 | i | -1% | 0.1 | 532 | 14% | i | 6
7 | -0.19 | i | -1% | 0.1 | 1245 | 18% | x | x
8 | 0.44 | i | 4% | -1.3 | 1186 | 4% | i | -10
9 | 0.27 | i | 2% | 7.1 | 969 | 6% | i | -1
10 | 0.76 | i | -3% | -2.1 | 1017 | -7% | i | -1
11 | -0.036 | i | 6% | -1.9 | 1250 | -46% | i | 5
12 | 0.45 | i | 34% | 1.9 | 1150 | 9% | i | -4

Full records, quoted from the list. Order of values: MT stabilizer | MT stabilizer Hoechst-high % | MT stabilizer cytotoxicity % | NOD1 inhibition | Insulin prom up | Insulin prom up cell count | Dynein transport | Dynein transport cytoplasmic EGFP | Dynein transport nuclear GR-EGFP | Dynein transport cell count | Yfh1-off respiration | P. falciparum M17LAP | bCat nuc transl | bCat nuc transl cell count 5 µM | NOD2 inhibition | Autophagy HCS | Autophagy HCS cell loss 18 h
CC(O)CNc1nc2ccccc2n1-c1ncnc2sc3c(c12)CCC3 (stereo not given) across the screens: 2.5 | 1.7 | 2.9 | 11% | 0.32 | 1108 | -0.6 | -0.19 | -0.12 | 0.44 | i | 4% | -1.3 | 1186 | 4% | i | -10
COc1ccc(CN=CC2=C(O)CNC2=O)cc1 across the screens: 3.2 | 2.1 | 5.8 | 15% | -0.23 | 840 | -0.23 | 0.046 | 0.2 | 0.27 | i | 2% | 7.1 | 969 | 6% | i | -1
Nc1c(C(=O)OCC2CCCO2)c2nc3ccccc3nc2n1C1CCCC1 (stereo not given) across the screens: 5.9 | 1.1 | 10 | -48% | -1.1 | 742 | 1.9 | -0.21 | 1.1 | 0.031 | i | -8% | -6.5 | 1186 | 6% | i | -7
O=C(CN(c1cccc([N+](=O)[O-])c1)S(=O)(=O)c1ccccc1)N(Cc1ccccc1)Cc1ccccc1 across the screens: 1.4 | 1.6 | 4.7 | -40% | -0.56 | 1684 | 1.4 | -0.17 | 1.4 | -1.6 | i | 6% | -0.6 | 1073 | -43% | i | 5
